Cdc25B block: human M-phase inducer phosphatase 2 inhibition | recombinant Cdc25B, OMFP fluorescence Ex485/Em525 | inhibition, %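 (compounds tested at 10 µM final in the well)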 | 65,000 compounds, 0.1% hits | AID 368; in the data active = inhibition above about 50%
ROCK2 blocker: ROCK2 (human) kinase inhibition; O75116; purified ROCK2, Kinase-Glo ATP depletion luminescence; inhibition, % at 6 µM; 60,000 compounds, 0.35% hits; AID 604;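 active = inhibition above the screen-wide mean inhibition plus 3 SD, cut at about 18% in these data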;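 note: plate controls were DMSO wells for no effect and Y-27632 control wells after no-enzyme background subtraction for full effect; many of its hits are not listed in these tables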
JNK3 blocker: inhibitors of human JNK3 kinase; purified JNK3 kinase activity, HTS; inhibition, % at 8 µM; 60,000 compounds, 0.61% hits; in the data active = inhibition above about 17%;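 note: 0% = DMSO and 100% = reference inhibitor; many of its hits are not listed in these tables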
Abs 340nm: compound absorbs light at 340 nm; fold change at 10 µM; compound absorbance at 340 nm, fold over control; 65,000 tested, under 10 active; AID 708;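 active = at 10 µM dose, initial 340 nm absorbance at least 2 fold that of control wells; inactive = change under 2 fold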;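 note: initial absorbance extrapolated from kinetic A340 decline of NADH oxidation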
Autofluor 339: intrinsic fluorescence of library compounds, ex339/em460 – biochemical, MLSMR library, data from DPM-DC assay, artefact control, profiling panel; AID 709; fluorescence fold increase at 10 µM; 65,000 compounds, 5.5% hits; compound autofluorescence, ex339/em460 nm, NADH buffer; stronger effect = higher value; 1 = no-compound wells, NADH background;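 active = at 10 µM, mean starting fluorescence two-fold or more over control wells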;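 note: signal is the first read of a kinetic run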
DUSP1 inh: blocks human MKP-1 phosphatase activity; inhibition, %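 (compounds tested at a single concentration somewhere between 10 and 100 µM)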; recombinant MKP-1, OMFP hydrolysis fluorescence; 65,000 compounds, 0.15% hits;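 active = inhibition above about 50%, limit read from the data; inconclusive = inhibition over screen mean plus 3 SD, below that limit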;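 note: 0% = DMSO max control wells and 100% = wells with enzyme stopped by NaOH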
Her2 expr inh: lowers expression of human Her2 kinase | HER2 level % of control, % at 10 µM | P04626 | AID 645 | SKBR-3 HER2 protein level, AlphaScreen, 18-24 h; stronger effect = lower value | 65,000 compounds, 0.69% hits;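 active = HER2 level under 5% of the carrier-only control; inconclusive = no clear call, values can overlap the other calls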;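 note: 100% = DMSO carrier and 0% = 500 nM PU-H71 HSP90 inhibitor; lower value means stronger loss of Her2 protein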
Target sequence (P04626 whole entry, looked up): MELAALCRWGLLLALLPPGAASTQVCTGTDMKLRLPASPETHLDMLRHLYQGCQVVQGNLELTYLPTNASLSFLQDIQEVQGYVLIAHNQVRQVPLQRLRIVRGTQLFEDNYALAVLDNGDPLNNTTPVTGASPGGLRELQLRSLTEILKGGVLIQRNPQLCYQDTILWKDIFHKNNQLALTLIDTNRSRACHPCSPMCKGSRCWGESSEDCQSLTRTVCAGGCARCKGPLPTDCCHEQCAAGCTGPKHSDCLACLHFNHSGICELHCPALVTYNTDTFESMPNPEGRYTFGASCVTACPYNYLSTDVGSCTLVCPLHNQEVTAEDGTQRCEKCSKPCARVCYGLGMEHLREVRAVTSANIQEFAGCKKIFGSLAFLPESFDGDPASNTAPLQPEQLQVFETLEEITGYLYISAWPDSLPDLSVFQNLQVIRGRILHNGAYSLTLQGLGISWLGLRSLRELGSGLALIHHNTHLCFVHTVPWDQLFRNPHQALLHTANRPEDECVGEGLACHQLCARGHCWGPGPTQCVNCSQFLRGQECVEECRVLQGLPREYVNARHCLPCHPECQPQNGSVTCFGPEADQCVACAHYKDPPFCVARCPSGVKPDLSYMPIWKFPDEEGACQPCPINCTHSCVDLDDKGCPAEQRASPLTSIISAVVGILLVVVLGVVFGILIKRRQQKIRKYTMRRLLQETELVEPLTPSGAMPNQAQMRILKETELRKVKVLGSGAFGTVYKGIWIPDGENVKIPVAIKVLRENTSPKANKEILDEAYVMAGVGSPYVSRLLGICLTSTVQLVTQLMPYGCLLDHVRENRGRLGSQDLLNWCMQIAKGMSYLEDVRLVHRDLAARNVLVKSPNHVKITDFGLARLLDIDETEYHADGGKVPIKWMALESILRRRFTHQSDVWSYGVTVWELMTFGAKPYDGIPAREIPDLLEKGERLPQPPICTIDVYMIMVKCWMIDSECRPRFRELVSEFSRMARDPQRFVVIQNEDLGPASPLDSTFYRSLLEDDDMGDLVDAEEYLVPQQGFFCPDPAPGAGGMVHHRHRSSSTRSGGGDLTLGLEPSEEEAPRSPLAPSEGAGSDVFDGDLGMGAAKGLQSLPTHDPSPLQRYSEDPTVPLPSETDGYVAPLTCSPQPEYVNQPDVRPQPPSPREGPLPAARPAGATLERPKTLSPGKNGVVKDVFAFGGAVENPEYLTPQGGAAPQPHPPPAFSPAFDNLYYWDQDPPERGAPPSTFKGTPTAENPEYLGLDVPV
Hsp90 inh: displaces geldanamycin probe from tumor Hsp90 | NCI-N417 lysate Hsp90, Cy3B-geldanamycin FP displacement | inhibition, % at 30 µM | 64,000 compounds, 0.35% hits | AID 429;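 active = inhibition above 50%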;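 note: 0% = tracer plus lysate wells and 100% = tracer alone without lysate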
PKA inh: inhibitors of human protein kinase A. P17612. PKA Kemptide phosphorylation, Kinase-Glo ATP luminescence. inhibition, % at 6 µM. 65,000 compounds, 0.1% hits. AID 524;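 active = inhibition above the screen-wide mean inhibition plus 3 SD, cut at about 21% in these data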; note: many of its hits are not listed in these tables
The depositor's hits bear a star; ? = inconclusive; . = no result given. The list is partial; count on the stated rates, not on these rows.

SMILES | Cdc25B block | ROCK2 blocker | JNK3 blocker | Abs 340nm | Autofluor 339 | DUSP1 inh | Her2 expr inh | Hsp90 inh | PKA inh
O=C(CSc1nnc(CNC(=O)c2c(F)cccc2Cl)o1)NCc1ccc2c(c1)OCO2 | -4 | . | . | 1 | 1.1 | -8 | 125 | -5 | -3
CCc1nnc(NC(=O)CCC(=O)NCC2CCCO2)s1 (stereo not drawn) | -3 | 1 | 3 | 1 | 1.1 | -10 | 77 | -5 | 6
O=C(NCc1ccccc1F)c1cccs1 | -5 | -8 | 1 | 1.1 | 1.1 | 6 | 107 | -8 | 4
O=C1c2[nH]nc(-c3ccccc3O)c2C(c2cccc(Cl)c2)N1CC1CCCO1 (stereo not drawn) | 2 | 7 | 5 | 1 | 1 | -4 | 54 | 0 | 9
COc1ccccc1N1CCN(Cc2cc(Br)c(O)c3ncccc23)CC1 | -8 | 1 | 1 | 1.1 | 1.3 | 12 | 31 | 1 | 7
COc1ccc(C(=O)n2c(-c3ccco3)nc3ccccc32)cc1 | -5 | 8 | -2 | 1 | 1.1 | -18 | 86 | -5 | 2
O=C(O)CC(SCc1ccc(C(=O)O)o1)C(=O)O (stereo not drawn) | 5 | -1 | -7 | 1 | 1.1 | -10 | 117 | -2 | -6
CCOC(=O)C1=C(C)NC(SC(C)=O)=NC1c1ccc(OC(C)=O)c(OC)c1 (stereo not drawn) | 0 | . | . | 1 | 0.99 | 21 | 93 | 1 | 3
CN(C)C(=O)Cn1c(SCC(=O)NC2CCCCC2)nc2ccccc21 | -9 | -1 | -7 | 0.99 | 1.1 | -8 | 100 | 4 | 2
COc1cccc(NC(=O)CSc2ccccn2)c1 | -7 | 4 | 6 | 1 | 1.1 | -15 | 109 | 0 | 0
COC1(OC)N=C(N)C2(C#N)C(c3ccc(C)cc3)C12C#N (stereo not drawn) | -2 | 11 | 3 | 1 | 1.1 | -7 | 70 | -1 | 14
CCN1CCN(C(c2cc(OC)c(OC)c(OC)c2)c2nnnn2C(C)C)CC1 (stereo not drawn) | -16 | -2 | -4 | 1 | 1 | -7 | 101 | -1 | -1
O=c1[nH]cnc2c1C1(CCCC1)Cc1ccccc1-2 | 0 | 5 | 3 | 1.1 | 1.1 | -7 | 71 | -3 | 2
O=C(NCCCN1CCCCC1)c1ccc2c(c1)NC(=O)C(N1CCCCC1)S2 (stereo not drawn) | 1 | 3 | -5 | 0.99 | 1 | -6 | 80 | -4 | 6
COCCn1c(C)cc(C(=O)CSc2nnc(C)s2)c1C | -8 | 2 | -7 | 1 | 1.1 | -11 | 119 | -6 | 7
COc1ccc2[nH]cc(C(=O)CN3CCN(C/C=C/c4ccccc4)CC3)c2c1 | -1 | 7 | -2 | 1.1 | 1.2 | -14 | 39 | -5 | 5
CCc1ccc(NC(=O)CSc2nc3cc(C(=O)OC)ccc3c(=O)n2Cc2ccco2)cc1 | 2 | -9 | 6 | 1.1 | 1.3 | ? | 116 | -1 | 1
CCn1c(SCC(=O)NCc2ccco2)nnc1-c1ccc(N)cc1 | 34 | 4 | 3 | 1 | 1.1 | -33 | 140 | 1 | 4
CC1=C(C(=O)OC(C)C)C(c2cccnc2)C2=C(CCCC2=O)N1 (stereo not drawn) | -7 | 1 | 1 | 1.1 | 2.2* | 11 | 112 | 1 | 6
COc1ccc(CC(=O)OCc2nnc(C3COc4ccccc4O3)o2)cc1OC (stereo not drawn) | -10 | 4 | 0 | 0.99 | 1.1 | 3 | 71 | -1 | 8
CCCc1ccc(Oc2c(-c3ccc(O)c(C)c3O)n[nH]c2C)cc1 | -3 | 0 | -6 | 1.1 | 1.1 | 5 | 84 | 0 | 2
COc1ccc(CNC(=O)C2CSCCS2)cc1 (stereo not drawn) | -5 | 4 | 1 | 1 | 1 | 13 | 99 | -4 | 10
O=S(=O)(NCCC1=CCCCC1)c1cccc(S(=O)(=O)N2CCOCC2)c1 | -2 | 2 | 4 | 0.97 | 1.1 | 9 | 88 | -2 | 7
N#CN=C1CCCCCN1CC(N)=O | 2 | -4 | -9 | 1.1 | 1.1 | 14 | . | 0 | -7
Nc1nc(CN2CCN(Cc3ccc4c(c3)OCO4)CC2)nc(Nc2ccccc2)n1 | -2 | 3 | 8 | 0.99 | 1 | 11 | 108 | -2 | 5
Cc1cc(C)cc(NS(=O)(=O)c2ccc3[nH]c(=O)[nH]c3c2)c1 | 1 | 2 | -6 | 0.97 | 1 | -10 | 92 | -1 | 0
CC(C)CNC(=O)c1cc(-c2ccco2)on1 | -14 | 7 | -2 | 1 | 1.1 | 7 | 66 | -5 | 2
CCn1cc(C(=O)NCc2ccc3c(c2)OCO3)c(=O)c2cc(S(=O)(=O)N3CCOCC3)ccc21 | 2 | 4 | -3 | 1.1 | 1.1 | 33 | 106 | -1 | 5
O=P(O)(c1ccccc1)c1ccccc1O | 22 | -5 | 3 | 1.1 | 1.1 | -10 | 83 | -3 | -6
COc1ccc(-n2c(Cc3cccn3C)nnc2SCC(=O)Nc2nc(C)cs2)cc1 | -1 | 2 | 4 | 1 | 0.98 | 14 | 106 | -2 | -2
COc1ccc(CC(=O)N2CC(=O)N(CCc3ccccc3)C(=O)C2)cc1 | 6 | -2 | -6 | 1 | 1.1 | 24 | 85 | 1 | -4
CCOC(=O)c1[nH]c(C)c(C(=O)Nc2cc(OC)ccc2OC)c1C | 0 | 5 | 5 | 0.97 | 1 | 1 | 94 | 0 | 6
CCOc1cc2[nH]c(=O)n(CC3CCC(C(=O)NC(C)CC)CC3)c(=O)c2cc1OCC (stereo not drawn) | -9 | -5 | 5 | 1.1 | 2.7* | ? | 101 | -1 | -3
CCCCNc1c(C(=O)OCC)c(=O)[nH]c2ccccc12 | -1 | 3 | 0 | 1.1 | 1.1 | -19 | 113 | 1 | 8
COc1ccc2oc(=O)c(C(=O)NCC3CCCO3)cc2c1 (stereo not drawn) | -15 | -2 | 0 | 1 | 5.1* | 3 | 99 | -2 | 2
COc1cccc(C(=O)CSc2nnc(-c3ccco3)n2CC2CCCO2)c1 (stereo not drawn) | -4 | 2 | 4 | 0.95 | 1.1 | -26 | 105 | -2 | 3
CCOC(=O)N1CCC(NC(=O)C2CCCN2C(=O)OCc2ccccc2)CC1 (stereo not drawn) | 3 | 7 | -2 | 1 | 1 | -1 | 84 | 0 | 4
O=C(CSc1nc2ccccc2[nH]1)N1CCN(c2ccccc2)CC1 | -9 | 5 | -3 | 1.1 | 1.1 | 7 | 70 | 0 | 0
CC1=C(C(=O)OCC2CCCO2)C(c2ccncc2)C2=C(CCCC2=O)N1 (stereo not drawn) | -15 | 6 | 0 | 1.1 | 1.4 | 8 | 83 | -2 | 8
CCn1c(=O)cc(OCC(=O)Nc2ccccc2C#N)c2ccccc21 | -4 | 1 | 6 | 1 | 1.1 | 9 | 89 | -3 | 1

Retrieved by structure from above (2):
SMILES | Cdc25B block | ROCK2 blocker | JNK3 blocker | Abs 340nm | Autofluor 339 | DUSP1 inh | Her2 expr inh | Hsp90 inh | PKA inh
O=C(CSc1nc2ccccc2[nH]1)N1CCN(c2ccccc2)CC1 | -9 | 5 | -3 | 1.1 | 1.1 | 7 | 70 | 0 | 0
CCOc1cc2[nH]c(=O)n(CC3CCC(C(=O)NC(C)CC)CC3)c(=O)c2cc1OCC (stereo not drawn) | -9 | -5 | 5 | 1.1 | 2.7* | ? | 101 | -1 | -3

Following part
SMILES | Cdc25B block | ROCK2 blocker | JNK3 blocker | Abs 340nm | Autofluor 339 | DUSP1 inh | Her2 expr inh | Hsp90 inh | PKA inh
Cc1ccc(S(=O)(=O)N2CCCN(S(=O)(=O)c3ccc(C)cc3)CC2)cc1 | -8 | 6 | 1 | 1 | 1.1 | 11 | 87 | -7 | 10
CCOC(=O)N1CCN(S(=O)(=O)c2c(C)[nH]c(=O)[nH]c2=O)CC1 | 9 | 9 | 5 | 0.99 | 1.1 | 11 | 78 | -3 | 7
CCOC(=O)N1CCC(Nc2c(-c3ccc(C)cc3)c(=O)c2=O)CC1 | -6 | 4 | -3 | 1.1 | 0.96 | 3 | 117 | -4 | 12
O=C(NCc1ccco1)c1ccc(COCC(F)(F)F)cc1 | -1 | 4 | -2 | 0.99 | 1.1 | 0 | 160 | -7 | 9
CC(O)CNc1nc2c(c(=O)n(C)c(=O)n2C)n1Cc1cccc(Br)c1 (stereo not drawn) | 4 | -2 | -23 | 1 | 1 | 5 | 85 | -15 | 0
Cc1ccc(-c2ccc(/C=N/n3cnnc3)o2)cc1Cl | 1 | 3 | 0 | 1.1 | 1.3 | 11 | 85 | -4 | 0
COc1cc(C2C(C#N)=C(C)NC3=C2C(=O)c2ccccc23)cc(OC)c1OC (stereo not drawn) | -5 | 8 | 0 | 1.1 | 1.1 | -7 | 27 | 0 | -3
Cn1nc(C(=O)NCc2ccccn2)c2ccccc2c1=O | -2 | 5 | 0 | 1 | 1.1 | -13 | 95 | -1 | 10
COc1ccccc1N(CN1CCCC1=O)C(=O)c1c(F)cccc1F | -8 | 0 | -2 | 0.98 | 1.2 | 6 | 90 | 0 | 3
CCCCC(CC)CNC(=O)c1ccc2c(c1)OCO2 (stereo not drawn) | 4 | 1 | 2 | 1 | 1.1 | 0 | 106 | 0 | 9
Nc1nnnn1N=C1CCCCC1 | 9 | 5 | -1 | 1.1 | 1.1 | -21 | 101 | -1 | 2
CC(=O)/C=C(/C)NC(Cc1c[nH]c2ccccc12)C(=O)O (stereo not drawn) | 0 | 6 | -2 | 1 | 1.1 | -13 | 88 | -5 | 10
CCn1cnc2sc(C(=O)N3CCN(c4ccc(OC)cc4)CC3)c(C)c2c1=O | -9 | 4 | 4 | 1 | 1 | -19 | 99 | 0 | 6
COc1ccc(-c2nnn(CC(=O)c3ccccc3)n2)cc1OC | -3 | . | . | 1 | 1.1 | -18 | 131 | -2 | -5
CSc1ccccc1C(=O)Nc1cccc(C(C)O)c1 (stereo not drawn) | -2 | 4 | -4 | 1 | 1.1 | 3 | 86 | 0 | 6
COc1ccc(OC)c(NC(=O)CCN2CCC(C)CC2)c1 | -12 | 4 | 5 | 0.99 | 1 | -18 | 121 | 2 | -2
CCn1c2ccccc2c2cc(NC(=O)c3ccco3)ccc21 | -7 | 3 | -6 | 1.1 | 1.2 | 12 | 106 | -13 | 5
O=C(CN1CCCC1=O)NC1(C(F)(F)F)NC(=O)N(Cc2ccccc2)C1=O (stereo not drawn) | 2 | -8 | 1 | 1 | 1.1 | 1 | 88 | 2 | -8
Cc1ccc(-n2nnnc2SCC(=O)N2CCc3ccccc3C2)c(C)c1 | -7 | 3 | 4 | 0.99 | 1 | 18 | 110 | 2 | 7
Nc1nc(SCC(=O)C23CC4CC(CC(C4)C2)C3)n[nH]1 | -11 | 4 | 2 | 0.96 | 1.1 | 30 | 88 | 2 | 4
CNC(=O)CN(C1CCCCC1)S(=O)(=O)c1ccc(OC)c(Cl)c1 | -10 | -2 | -8 | 1 | 1.1 | 5 | 95 | -1 | -4
C=CCn1c(=O)c2ccccc2n2c(SCc3nc(N)nc(Nc4ccccc4C)n3)nnc12 | -10 | 1 | 1 | 1 | 1 | 35 | 79 | -2 | -1
c1ccc2c(c1)Cc1cc(CN3CCOCC3)ccc1-2 | -19 | 6 | -5 | 0.99 | 1 | -6 | 117 | -6 | 7
CSCCC1C(C#N)=C(N)Oc2n[nH]c(-c3cccs3)c21 (stereo not drawn) | -12 | 6 | 0 | 1 | 1.2 | -10 | 72 | -3 | 6
O=C(Cn1cnc2ccccc21)Nc1cc(C(F)(F)F)ccc1N1CCOCC1 | -7 | -5 | 1 | 1 | 1.1 | 30 | 104 | -2 | -1
CC(=O)C(C(C)=O)C(NC(=O)c1cccnc1)(C(F)(F)F)C(F)(F)F | 0 | 7 | -1 | 1 | 1 | -2 | 82 | -5 | 5
Cc1nn(C)c(C)c1S(=O)(=O)N(CC(=O)NCCN1CCOCC1)c1ccc(C(C)C)cc1 | -5 | 6 | 11 | 1.1 | 1.1 | 6 | 76 | -3 | 8

Screening data: PubChem, several laboratories
